# Compound activity deposited in PubChem BioAssay by several laboratories.
# NRP1-CendR mod = alters CendR peptide binding to human NRP-1; inhibition, % at 25 µM; AID 602438; O14786; FAM-RPARPAR peptide binding to NRP-1, fluorescence polarization; hit rate 0.85% among 360,000;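 active means inhibition or corrected inhibition above about 18%, plus a signal ratio from 0.5 to 1.5, limit read from the data, passing the limit was not always enough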; further: strong numbers were not always called active
# MsrA act = activators of bovine methionine sulfoxide reductase A | purified bovine MsrA, absorbance read-out | activation, % at 10.6 µM | hit rate 0.3% among 360,000; in the data active means activation above about 7.5%;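 further: 0% = vehicle and 100% = reference activator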
# SKN-1 inh = inhibitors of C. elegans SKN-1. C. elegans VP596 Pgst-4::GFP/RFP ratio, acrylamide-induced, 24 h. inhibition, % at 21.8 µM. hit rate 0.49% among 360,000;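 active means interference check ratio from 0.5 to 1.5 plus GFP to RFP signal ratio inhibition reaching or exceeding a fixed threshold, cut at about 30% in these data, passing the limit was not always enough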; further: some compounds called inactive have numbers as strong as hits
# MT1-MMP act inh = MT1-MMP (human) activation inhibition | P50281 | AID 651647 | HT1080 RFP-PRO-GFP cells, GFP/RFP ratio fluorescence, overnight; percent of plate control window, DMSO zero | GFP/RFP ratio change, % at 20 µM | hit rate 0.061% among 360,000;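 active means GFP/RFP ratio change of at least 30% with cell ATP level not reduced by more than half and red fluorescence within 50% of control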; further: strong numbers were not always called active
#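 Material: RFP-PRO-GFP reporter HT1080 cells. Dosing: single-point 20 µM compound, 1% DMSO. Controls: DMSO and RFP-L50D-GFP cell wells. Timing: cells overnight before dosing, compound overnight, 37 °C, 5% CO2. Measure: GFP/RFP fluorescence ratio.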
# Rin1 Abl inh = blocks binding of human Rin1 to Abl; P00519+Q13671; TR-FRET Rin1/Abl binding, biochemical; inhibition, % at 7.35 µM; hit rate 0.4% among 360,000; AID 588664; in the data active means inhibition above about 5%, passing the limit was not always enough
# Target sequence (P00519 whole entry, looked up): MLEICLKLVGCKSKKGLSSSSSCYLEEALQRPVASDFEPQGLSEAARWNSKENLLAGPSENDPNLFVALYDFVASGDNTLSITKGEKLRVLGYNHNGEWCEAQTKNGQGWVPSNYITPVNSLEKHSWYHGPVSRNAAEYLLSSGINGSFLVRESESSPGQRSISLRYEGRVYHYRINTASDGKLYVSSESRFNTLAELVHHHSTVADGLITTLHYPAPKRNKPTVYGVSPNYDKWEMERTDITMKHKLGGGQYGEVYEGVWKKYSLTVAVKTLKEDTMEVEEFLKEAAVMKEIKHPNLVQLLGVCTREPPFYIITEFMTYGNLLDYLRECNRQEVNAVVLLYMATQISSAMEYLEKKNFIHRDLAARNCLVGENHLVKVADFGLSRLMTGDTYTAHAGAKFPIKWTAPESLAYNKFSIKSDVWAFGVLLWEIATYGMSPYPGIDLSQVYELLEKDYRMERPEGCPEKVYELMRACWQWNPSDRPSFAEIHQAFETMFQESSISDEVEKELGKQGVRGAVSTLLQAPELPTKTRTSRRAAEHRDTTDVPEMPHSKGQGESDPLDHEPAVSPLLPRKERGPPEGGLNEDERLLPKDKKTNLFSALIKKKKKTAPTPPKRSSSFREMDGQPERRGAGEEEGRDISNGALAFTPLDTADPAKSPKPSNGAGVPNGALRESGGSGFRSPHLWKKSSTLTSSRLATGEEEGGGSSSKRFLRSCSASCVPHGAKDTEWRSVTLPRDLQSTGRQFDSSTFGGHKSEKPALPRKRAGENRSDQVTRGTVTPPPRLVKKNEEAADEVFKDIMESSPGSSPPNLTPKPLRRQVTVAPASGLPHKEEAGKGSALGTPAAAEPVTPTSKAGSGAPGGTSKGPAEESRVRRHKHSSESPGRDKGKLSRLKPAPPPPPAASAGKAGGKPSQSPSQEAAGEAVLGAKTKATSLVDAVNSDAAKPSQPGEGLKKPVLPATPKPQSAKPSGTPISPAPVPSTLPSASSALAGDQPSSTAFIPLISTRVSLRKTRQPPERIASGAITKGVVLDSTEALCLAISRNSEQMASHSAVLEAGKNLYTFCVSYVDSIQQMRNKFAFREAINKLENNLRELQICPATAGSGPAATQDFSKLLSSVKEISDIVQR
# Target sequence (Q13671 whole entry, looked up): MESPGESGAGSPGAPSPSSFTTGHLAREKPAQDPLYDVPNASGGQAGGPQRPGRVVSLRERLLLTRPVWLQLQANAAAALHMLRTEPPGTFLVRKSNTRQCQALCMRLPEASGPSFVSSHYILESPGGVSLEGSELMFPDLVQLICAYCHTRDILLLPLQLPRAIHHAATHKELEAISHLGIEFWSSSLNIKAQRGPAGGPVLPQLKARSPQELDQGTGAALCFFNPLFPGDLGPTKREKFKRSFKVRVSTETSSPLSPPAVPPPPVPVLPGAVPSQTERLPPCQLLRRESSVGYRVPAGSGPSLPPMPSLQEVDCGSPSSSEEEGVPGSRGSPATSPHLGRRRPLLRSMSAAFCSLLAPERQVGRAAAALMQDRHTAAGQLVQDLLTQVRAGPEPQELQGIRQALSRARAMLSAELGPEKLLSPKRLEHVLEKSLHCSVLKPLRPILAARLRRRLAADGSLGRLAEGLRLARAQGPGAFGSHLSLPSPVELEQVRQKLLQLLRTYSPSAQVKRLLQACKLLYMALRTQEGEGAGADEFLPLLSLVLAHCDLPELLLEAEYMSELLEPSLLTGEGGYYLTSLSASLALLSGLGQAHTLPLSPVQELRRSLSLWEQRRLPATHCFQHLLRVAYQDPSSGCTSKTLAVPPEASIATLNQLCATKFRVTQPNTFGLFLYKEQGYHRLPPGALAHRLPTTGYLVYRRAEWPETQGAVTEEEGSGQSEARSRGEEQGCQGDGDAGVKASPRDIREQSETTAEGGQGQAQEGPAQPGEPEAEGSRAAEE
# MsrA inhibitor = bovine MsrA inhibition; purified bovine MsrA, absorbance read-out; inhibition, % at 15.5 µM; hit rate 0.75% among 360,000; in the data active means inhibition above about 4.5%;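 further: 0% = vehicle wells with enzyme and 100% = reference inhibitor wells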
# FAS TE block = blocks the thioesterase domain of human fatty acid synthase. recombinant FAS-TE, OMFH fluorogenic substrate, fluorescence endpoint. P49327. hit rate 0.67% among 360,000. inhibition, % at 15 µM. AID 602261;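 active means compounds whose normalised, plate-corrected inhibition of enzyme fluorescence in the single-dose primary screen is 50% or more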;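 further: 0% = DMSO with enzyme and 100% = substrate without enzyme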
# eLon inh = inhibits E. coli Lon protease | hit rate 0.42% among 360,000 | inhibition, % at 7.94 µM | P0A9M0 | AID 602123 | purified E. coli Lon protease, fluorescence polarization; in the data active means inhibition above about 13%, passing the limit was not always enough;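 further: 0% = enzyme with probe and DMSO and 100% = no enzyme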
# Neddyl block = blocks human cullin neddylation; TR-FRET cullin neddylation, biochemical; calls only at 25 µM; hit rate 0.58% among 360,000; AID 651699; in the data active means inhibition above about 36%
# * hit, by the source's call; i = inactive; · = no result given.
SMILES,NRP1-CendR mod,MsrA act,SKN-1 inh,MT1-MMP act inh,Rin1 Abl inh,MsrA inhibitor,FAS TE block,eLon inh,Neddyl block
Cc1c(C(=O)N2CCC(C(N)=O)CC2)oc2ccc(Br)cc12,-3,-3,-2,0,6,-1.6,0,-9,i
CCCc1cc(C(=O)NCc2ccc(OC)cc2)no1,3,-2,11,7,-2,1.2,-3,-1,i
COc1cc(CN2CCCCCC2)cc(OC)c1OC,5,-4,10,1,-1,-0.9,-7,2,i
O=C(OCc1nnc(-c2ccccc2)o1)c1ccccc1,-5,1,-23,2,0,-0.4,8,-3,i
CN1C(=O)CSC1=S,-2,2,0,1,4,1.8,-1,-5,i
O=C(O)c1ccccc1NS(=O)(=O)c1cccc2nsnc12,-11,-2,14,-6,-1,0.3,-4,0,i
Cc1ccc(OCC(=O)N/N=C/c2c[nH]c3ccccc23)c([N+](=O)[O-])c1,16,-3,0,-1,-2,0.6,-4,-7,i
CCOc1ccc(CNC(=O)CCC(=O)n2nc(C)c3ccccc32)cc1,1,0,9,-5,-2,0.5,1,1,i
O=S1(=O)CC(N2CCCC2)CN1CCc1ccccc1 (stereo not drawn),-2,-13,3,5,4,-1.1,-12,4,i
Cc1ccccc1C(=O)NCCNC(=O)c1ccccn1,11,-2,5,1,1,0.4,-5,3,i
COc1ccc(-c2nc(C#N)c(N3CCC(C(N)=O)CC3)o2)cc1,-14,-3,-14,3,2,0.6,0,-3,·
Cc1ccc(CC(=O)Nc2ccc(S(=O)(=O)N3CCOCC3)cc2)cc1C,4,-7,2,3,-4,-0.7,2,-9,i

# One compound at a time, from the list above. Order of screens: NRP1-CendR mod | MsrA act | SKN-1 inh | MT1-MMP act inh | Rin1 Abl inh | MsrA inhibitor | FAS TE block | eLon inh | Neddyl block
# Listed for `O=C(OCc1nnc(-c2ccccc2)o1)c1ccccc1` = -5 | 1 | -23 | 2 | 0 | -0.4 | 8 | -3 | i
# Listed for `Cc1c(C(=O)N2CCC(C(N)=O)CC2)oc2ccc(Br)cc12` = -3 | -3 | -2 | 0 | 6 | -1.6 | 0 | -9 | i
# Listed for `CN1C(=O)CSC1=S` = -2 | 2 | 0 | 1 | 4 | 1.8 | -1 | -5 | i
# Listed for `CCCc1cc(C(=O)NCc2ccc(OC)cc2)no1` = 3 | -2 | 11 | 7 | -2 | 1.2 | -3 | -1 | i
# Listed for `O=C(O)c1ccccc1NS(=O)(=O)c1cccc2nsnc12` = -11 | -2 | 14 | -6 | -1 | 0.3 | -4 | 0 | i

# More results.
SMILES,NRP1-CendR mod,MsrA act,SKN-1 inh,MT1-MMP act inh,Rin1 Abl inh,MsrA inhibitor,FAS TE block,eLon inh,Neddyl block
N#Cc1ccccc1Sc1ccccc1C(=O)OCc1nnc(-c2ccccc2)o1,-14,-4,-10,5,0,2.5,26,6,i
Cc1ccc(CNC(=O)Cn2cc(C(F)(F)F)ccc2=O)cc1,-4,-6,4,1,-1,-1.0,1,-6,i
CC(C)c1ccc(/C=C/C(=O)Nc2nncs2)cc1,-6,-12,3,6,-3,-0.5,-3,-4,i
Cc1ccc(Cl)c(OCCN2CCc3ccccc3C2)c1,-10,-4,-15,1,-3,-0.8,38,5,i
Cc1cc(OCCn2cnc3ccccc3c2=O)cc(C(C)C)c1,6,0,15,2,0,-0.9,21,-3,i
CC(=O)Nc1ccc(C(=O)N/N=C/C2CC3C=CC2C3)cc1 (stereo not drawn),12,-3,6,-1,-5,0.9,-4,2,i
N/C(=N\OC(=O)CCCCCN1C(=O)c2ccccc2C1=O)c1ccccc1,-3,1,14,1,2,0.1,5,-2,i
Clc1cccc(N2CCN(c3nnnn3-c3ccccc3)CC2)c1,11,-13,-2,1,-1,0.1,9,1,i
Cc1csc(NC(=O)C2CCCN2C(=O)OCC(C)C)n1 (stereo not drawn),20,1,-3,0,0,-0.5,-5,-5,i
CCOC(=O)NC(=O)CSc1nnnn1-c1ccc(C)cc1,12,4,2,2,-1,0.8,0,4,i
COC(=O)c1ccc(C)c(NC(=O)Cn2cnc3ccccc3c2=O)c1,3,-2,0,3,-1,-0.5,-8,-3,i
O=C(NCc1ccccc1)C1CCC(CNc2c(N3CCCCC3)c(=O)c2=O)CC1 (stereo not drawn),-12,2,-9,2,-2,1.0,-4,-7,i
O=C(Nc1ccc(Br)cc1)c1ccc(N2C(=O)C3CC=CCC3C2=O)cc1 (stereo not drawn),-6,-2,-2,2,-2,1.1,-2,-4,i
CCOC(=O)c1sc(NC(=O)c2cccc(S(=O)(=O)N(CC)CC)c2)cc1C,2,-1,2,5,-4,0.0,-1,-3,·
CCOc1cc(N2CCOCC2)c(OCC)cc1NC(=O)C1=NN(c2cccc(C)c2)C(=O)CC1,-4,-2,-11,-5,-1,0.1,6,7,i
O=c1[nH]c(Nc2ccc3c(c2)OCCO3)nnc1Cc1ccccc1,5,-3,-6,-3,0,1.2,-17,5,i
O=C(Nc1ccc(OCC(=O)N2CCOCC2)cc1)c1cncc(Br)c1,9,0,17,-2,-2,-1.4,-11,12,i
COc1ccc(-c2cn(Cc3ccc([N+](=O)[O-])cc3)nn2)cc1,12,-3,15,8,1,1.6,34,-12,i
COc1ccc(N2CC(C(=O)Nc3c4c(nn3-c3ccc(OC)cc3)CS(=O)(=O)C4)CC2=O)cc1 (stereo not drawn),8,-9,4,-5,0,-1.2,-5,-6,i
CC(=O)C1=C(O)C(=O)N(c2ccc(Br)cn2)C1c1ccc(F)cc1 (stereo not drawn),-10,-14,-4,5,1,0.7,-11,28*,i
CC1(C(=O)NS(=O)(=O)c2ccc(Cl)s2)CCN1C(=O)Cc1ccccc1Cl (stereo not drawn),3,0,30,0,-5,0.3,-4,0,i
CCOc1ccc(N=Nc2c(=O)[nH]n3c(=O)cc(C)[nH]c23)cc1,-8,-3,16,26,-4,1.4,-2,-34,i
COc1ccc(CCNC(=O)C2CCN(C(=O)c3ccccc3C)CC2)cc1,-2,-3,6,4,-1,0.4,-2,-2,i
Cc1ccc(C)c(NC(=O)C2CC=CCC2C(=O)O)c1 (stereo not drawn),4,-3,-7,-3,2,-0.2,-3,-2,i
COc1ccc(OC)c(NC(=O)CSc2nc3scc(C)c3c(=O)[nH]2)c1,7,-3,-4,4,1,1.4,-1,-2,i
Cc1ccc(S(=O)(=O)Cn2nnnc2C(CC(C)C)N2CCN(C(=O)c3ccco3)CC2)cc1 (stereo not drawn),-11,-3,1,-8,-2,0.4,8,7,i
O=C(CN1CCOCC1)Nc1nc2ccc([N+](=O)[O-])cc2s1,-13,-12,2,-7,1,0.8,-4,-2,i
OCCCNc1nc(-c2ccc(Br)cc2)nnc1-c1ccc(Cl)cc1,-9,0,3,3,2,0.1,10,-11,i
C=CC[C@H](CC(=O)NCCO)C(=O)NC[C@H](OC(=O)[C@@H](CC=C)Cc1ccc(F)cc1)c1ccccc1,20,-12,-2,2,3,0.3,-6,7,i
CCc1ccccc1C1=CC(=O)C[C@H](c2ccc(OC)cc2)C1,14,-2,21,4,-1,-0.1,22,-7,i
CC(C)(CC(=O)O)CC(=O)Nc1ccc2c(c1)ncn2CCc1ccccc1,-2,-2,13,-3,0,-0.6,-3,0,i
O=[N+]([O-])c1ccc(/C=N/NC(=S)Nc2ccccc2F)o1,-9,-6,0,-3,-4,1.7,7,-8,i
Nc1ccc[n+](Cc2ccccn2)c1,-12,-1,-8,1,-1,0.1,-9,2,i
O=C(COC(=O)/C=C/c1ccccc1)NCC1CCCO1 (stereo not drawn),14,-2,-5,2,-6,-1.2,-7,-2,i
CCOC(=O)C1CCCN(C2=NC(=O)/C(=C/c3ccc(OC)cc3OC)S2)C1 (stereo not drawn),-13,-6,0,2,-2,2.9,1,-46,i
CN(C(=O)CCS(=O)(=O)c1ccc2c(c1)oc(=O)n2C)C1CCCCC1,0,-4,-9,-3,-2,1.2,-2,-4,i
CCOc1ccccc1C(=O)NCC(=O)Nc1ccc2c(c1)OCO2,8,-2,-25,-2,3,-1.1,-8,-15,i
Cc1ccc(C(=O)NCCc2c[nH]c3ccccc23)c(C)c1,-4,-1,13,1,-2,1.2,-2,4,i
S=c1[nH]c(-c2ccccc2)cs1,1,-1,1,5,1,2.3,-7,3,i
COc1ccccc1CNc1nc(NCC2CC2)nc2ccsc12,4,0,13,-3,-1,-1.5,7,-22,i
COc1ccc(N2CC(C(=O)N[C@@H](CC(C)C)C(=O)NC3CCCC3)CC2=O)cc1 (stereo partly drawn),0,0,12,-2,0,0.2,-6,-6,i
Cc1cccc(CNC(=O)c2ccc3c(c2)N(C)CCS3)c1,3,-3,-1,-1,-7,0.2,4,10,·
CCN1CCN(C(CNS(=O)(=O)c2ccccc2)c2ccccc2)CC1 (stereo not drawn),1,-2,-2,-3,-4,-1.1,-5,-1,i
OCC[C@H]1C[C@H](O)[C@@H](O)[C@@]2(CCCO2)O1,1,1,2,3,-3,0.2,-7,1,i
CCCn1cnnc1CNC(=O)C1CCC(=O)N(CCc2ccc(OC)cc2)C1 (stereo not drawn),11,-1,3,-2,-6,-1.1,-5,2,i
CCOC(=O)c1nnn(-c2nonc2N)c1CSc1ccc(C)cc1,-1,0,18,2,-1,0.8,8,-10,i
COC(=O)C1=C(C)NC(=O)C1(Nc1ccc(Cl)cn1)C(F)(F)F (stereo not drawn),0,-3,3,-2,2,-0.4,-5,0,i
CC(NCc1ccco1)C(=O)N1CCc2ccccc2C1 (stereo not drawn),-2,-1,0,1,-1,0.7,-7,-6,i

# Only MsrA act, eLon inh and Neddyl block (4 entries from above):
SMILES,MsrA act,eLon inh,Neddyl block
CCN1CCN(C(CNS(=O)(=O)c2ccccc2)c2ccccc2)CC1 (stereo not drawn),-2,-1,i
CC(NCc1ccco1)C(=O)N1CCc2ccccc2C1 (stereo not drawn),-1,-6,i
CCCn1cnnc1CNC(=O)C1CCC(=O)N(CCc2ccc(OC)cc2)C1 (stereo not drawn),-1,2,i
CCOc1ccccc1C(=O)NCC(=O)Nc1ccc2c(c1)OCO2,-2,-15,i
